# Bioassay records (PubChem)
# UCHL1 block – inhibitors of human UCHL1 deubiquitinase | 0.2% of 47,000 active | purified UCHL1, Ub-rhodamine cleavage fluorescence | inhibition, % at 20 µM | AID 1645859 | P09936
# USP17 inh – human USP17-like deubiquitinase inhibition | purified USP17, Ub-rhodamine cleavage fluorescence, 3 h | inhibition, % at 50 µM | 6.5% of 47,000 active
# OTUD3 inh – inhibitors of human OTUD3 deubiquitinase | 0.7% of 47,000 active | purified OTUD3, Ub-rhodamine fluorescence, 2 h | inhibition, % at 25 µM
# USP7 inh – inhibitors of human USP7 deubiquitinase; purified USP7, Ub-rhodamine cleavage fluorescence; inhibition, % at 20 µM; 0.3% of 47,000 active
# USP30 inh – inhibitors of human USP30 deubiquitinase; Q70CQ3; purified USP30, Ub-rhodamine cleavage fluorescence; inhibition, % at 25 µM; 5.3% of 47,000 active
# USP8 block – human USP8 deubiquitinase inhibition; inhibition, % at 20 µM; 4.2% of 47,000 active; purified USP8, Ub-rhodamine cleavage fluorescence, 30 min; P40818
# Target sequence (P40818 whole entry, looked up): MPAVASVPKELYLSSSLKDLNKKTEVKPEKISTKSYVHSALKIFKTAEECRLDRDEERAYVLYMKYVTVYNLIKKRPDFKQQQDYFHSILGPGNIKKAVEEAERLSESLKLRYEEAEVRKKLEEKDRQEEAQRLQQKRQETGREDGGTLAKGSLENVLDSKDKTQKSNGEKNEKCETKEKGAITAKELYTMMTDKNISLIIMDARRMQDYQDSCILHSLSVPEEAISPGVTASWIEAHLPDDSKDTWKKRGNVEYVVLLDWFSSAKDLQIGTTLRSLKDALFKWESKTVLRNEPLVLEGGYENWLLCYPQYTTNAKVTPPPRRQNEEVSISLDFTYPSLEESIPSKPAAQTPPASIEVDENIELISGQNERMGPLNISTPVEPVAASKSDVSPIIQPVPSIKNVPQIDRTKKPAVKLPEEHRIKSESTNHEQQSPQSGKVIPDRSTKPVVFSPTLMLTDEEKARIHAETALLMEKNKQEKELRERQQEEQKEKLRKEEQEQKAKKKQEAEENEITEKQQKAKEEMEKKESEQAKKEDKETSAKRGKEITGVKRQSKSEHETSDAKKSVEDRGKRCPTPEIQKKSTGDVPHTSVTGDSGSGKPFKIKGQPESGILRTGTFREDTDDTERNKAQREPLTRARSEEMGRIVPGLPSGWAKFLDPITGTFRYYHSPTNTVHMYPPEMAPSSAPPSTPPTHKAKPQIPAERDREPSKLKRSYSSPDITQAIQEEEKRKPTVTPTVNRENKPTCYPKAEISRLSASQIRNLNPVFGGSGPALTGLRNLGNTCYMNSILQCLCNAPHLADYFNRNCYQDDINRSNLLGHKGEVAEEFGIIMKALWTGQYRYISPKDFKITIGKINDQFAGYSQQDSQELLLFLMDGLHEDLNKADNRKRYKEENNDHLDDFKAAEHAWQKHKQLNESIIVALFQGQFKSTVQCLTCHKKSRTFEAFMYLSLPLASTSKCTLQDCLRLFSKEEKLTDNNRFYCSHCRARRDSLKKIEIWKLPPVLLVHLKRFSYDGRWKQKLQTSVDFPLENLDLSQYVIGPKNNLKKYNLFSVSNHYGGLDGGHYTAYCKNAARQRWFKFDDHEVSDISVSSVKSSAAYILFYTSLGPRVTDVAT
# USP28 inh – blocks human USP28 ubiquitin-rhodamine cleavage; Q96RU2; purified USP28, Ub-rhodamine cleavage fluorescence, 30 min; inhibition, % at 25 µM; 3% of 47,000 active
# USP10 inh – human USP10 deubiquitinase inhibition; Q14694; inhibition, % at 20 µM; purified USP10, Ub-rhodamine fluorescence, 60 min; 1.1% of 47,000 active
# Starred values were filed as active, the others as inactive; i = inactive; nt = no result given. No stated cut-off is given here; in the data, active means inhibition above about 30%; inactive means the rest.
structure	UCHL1 block	USP17 inh	OTUD3 inh	USP7 inh	USP30 inh	USP8 block	USP28 inh	USP10 inh
O=C(NC1CC1)c1cccc(NC(=O)c2cn(-c3ccccc3)nc2-c2cccnc2)c1	-12	-6	-35	-8	-114	-44	-43	-4
CCOC(=O)C1CCN(c2nc3ccccc3n2Cc2cccc(F)c2)CC1	-2	6	-8	-42	-58	0	-8	-11
Cc1cc(C)nc(NC(=NCCc2c[nH]c3ccc(F)cc23)NC(=O)c2ccccc2)n1	-4	nt	-11	2	-24	-10	-17	-1
COc1ccc(NC(=O)CCN2CCN(c3ccccc3OC)CC2)cc1	0	-8	-2	2	-7	-2	0	0
CCn1cc(CN2C[C@@H](O)[C@H](NC(=O)c3cscn3)C2)c(C)n1	2	9	13	5	14	1	10	2
COc1cc(OC)c(C2CC(=O)Oc3n[nH]c(-c4ccccc4)c32)cc1OC (centres undefined)	-2	-15	-1	-3	-5	-123	-6	0
COc1ccc(CCN2C[C@H]3CCN(C(=O)c4ccn[nH]4)CC[C@H]3S2(=O)=O)cc1	-3	-10	-4	-3	-6	-18	-5	0
Cc1c(NC(=O)c2ccc(C(C)(C)C)cc2)c(-n2cnnc2)nn1C	-1	2	9	3	12	-4	5	3
COc1ccc(C(=O)CSc2nc3ccccc3n2C)c(F)c1	2	-12	-4	2	-32	-36	-9	3
CC(C)CC(=O)N1CCC(c2nc3c(nnn3Cc3c(F)cccc3Cl)c(=O)[nH]2)CC1	2	-3	0	-37	13	2	0	4
c1cc2c(cc1-c1noc(C3CCC3)n1)ncn2CCN1CCCCC1	-6	-11	-12	-9	-52	-14	-16	-6
CC(=O)c1cccc(NC(=O)N2C[C@@H]3C[C@H]2C[C@@H]3NS(=O)(=O)c2ccccc2)c1	-6	-4	-9	-6	-36	0	0	-10
COc1ccc(C(CC(=O)Nc2ccccc2OC)n2cccc2)cc1 (centres undefined)	0	8	0	0	-9	-17	3	0
CCn1c(CNS(=O)(=O)c2ccc(Cl)cc2)nnc1SCc1c(F)cccc1Cl	2	4	6	-64	6	-9	14	9
CCCCc1nnc(NC(=O)C2CC(=O)N(c3ccc4c(c3)OCCO4)C2)s1 (centres undefined)	4	-27	-10	-18	-56	0	-36	5
CCOc1ccccc1N(C(=O)CCCC(=O)Nc1ccccn1)C(C(=O)NC1CCCC1)c1ccc(F)cc1 (centres undefined)	1	-8	-3	-5	10	-4	-7	0
Cc1ccc(Oc2ccccc2NC(=O)CSc2nc(N)nc(N)n2)cc1	-5	43*	-14	-12	-108	0	-7	-6
CC1(C)C2CCC1(CS(=O)(=O)Nc1ccc(F)c(Cl)c1)C(=O)C2 (centres undefined)	3	17	19	-6	29	27	13	5
O=C(Cn1cnc(S(=O)(=O)N2CCCC2)c1)NCc1ccccc1Cl	-1	-9	-1	-1	0	0	-5	3
CCN1CCC2(CN(Cc3cccnc3)CC23CCN(C(=O)C(C)C)CC3)C1=O (centres undefined)	-7	-16	-10	-7	-58	-10	-22	0

# Continued.
structure	UCHL1 block	USP17 inh	OTUD3 inh	USP7 inh	USP30 inh	USP8 block	USP28 inh	USP10 inh
Cc1cc(C(=O)CSc2nnnn2-c2ccc(Cl)cc2)c(C)n1CC1COc2ccccc2O1 (centres undefined)	-15	-3	-20	0	-148	19	-21	-9
COc1ccc(-c2nc3ncccn3c2Nc2ccc3c(c2)OCCO3)c(OC)c1O	3	-16	19	-1	18	-112	8	2
Cc1cc(C(=O)N[C@H]2[C@H](O)[C@H](O)C[C@@H]2c2ccccc2)c(C)o1	-2	1	-2	-1	-12	-48	0	-4
O=C1C/C(=C\c2ccc3c(c2)OCO3)Cc2ccccc21	2	23	12	3	9	6	30*	9
CC1CCC(NC(=O)c2ccc3c(=O)n(CCc4ccccc4)c(=O)[nH]c3c2)CC1 (centres undefined)	0	0	0	2	11	-2	-4	3
CCc1nnc2n1CC(c1ccc(NC(=O)c3sc(C)nc3C)cc1)CC2 (centres undefined)	-1	0	6	2	12	7	5	2
CCOc1ccc(C(=O)Nc2cc(N3CCCS3(=O)=O)ccc2C)cc1	1	8	7	4	24	7	9	3
O=C(CCCc1nnc2c(=O)n(-c3cccc(F)c3)ccn12)NCc1ccc(F)cc1	11	-3	7	24	-12	48*	-8	19
O=C(NC(c1ccccc1)C1CC1)c1ccc2c(c1)S(=O)(=O)Nc1ncnn1-2 (centres undefined)	3	6	7	10	8	-8	4	12
Cc1ccc(NC(=O)[C@H]2C[C@@H]3C(=O)NC(C)[C@H]2N3Cc2ccccc2)cc1 (some centres undefined)	3	-6	-8	-29	-5	0	-3	-1
O=C(Nc1cccc2cn[nH]c12)c1cc(Cl)ccc1-n1cnnn1	-7	-15	-26	-5	-77	-4	-27	-7
CCN1CCN(c2nnc(-c3nnc(C)o3)c3ccccc23)CC1	0	6	3	5	-10	-31	7	-5
Cc1c(C(=O)N(C)Cc2ccco2)nnn1-c1cccc2c1CCN(S(C)(=O)=O)C2	0	3	-1	0	-12	13	0	-8
O=S(=O)(c1cccc2cccnc12)N(CCc1ccccc1)C1CCN(CCc2ccc(Cl)cc2)CC1	-12	-43	-33	-10	i	-42	-231	-2
COc1ccccc1Cn1ccc2nc3ccn(-c4ccncc4)c(=O)c3cc2c1=O	-1	-10	-5	-2	0	-4	0	-1
Cc1cc(NC(=O)c2nc3c(n2C)CCN(Cc2ccccc2)C3)ccn1	-2	-12	-9	-3	-11	-19	-3	-3
Cc1cnc(-c2nccnc2C2CCN(Cc3cncs3)CC2)[nH]1	0	7	4	6	-42	14	8	-2
CN1[C@@H](CCC(=O)NCc2ccc(F)cc2)CNC(=O)[C@@H]2[C@H]1CCN2C1CCOCC1	4	-39	13	2	10	4	8	0
Cc1cccc(Nc2cc(C3CCCN(C(=O)c4ccncn4)C3)ccn2)n1 (centres undefined)	-2	-2	-2	-2	1	-13	-4	0
COc1cc(C(C)=O)ccc1OCC(O)CNc1cc(Cl)ccc1C (centres undefined)	5	-3	-10	-1	-14	3	-13	0

# The results go on.
structure	UCHL1 block	USP17 inh	OTUD3 inh	USP7 inh	USP30 inh	USP8 block	USP28 inh	USP10 inh
CS(=O)(=O)c1ccccc1CN1CCC(N(CC2CC2)S(=O)(=O)c2cccc3cccnc23)CC1	1	-9	-19	7	-65	-5	-9	-3
O=C(NCc1ccc(F)cc1)C1CCCN(C(=O)c2cc(-c3ccncc3)n[nH]2)C1 (centres undefined)	-3	1	2	-5	-33	2	1	-1
CCOC(=O)c1cc2c(ccn2-c2ccc(F)cc2)n1CC(=O)N(C)C1CCCCC1	6	12	9	-8	15	12	13	7
COc1ccccc1NC(=O)N1CCN(Cc2nc3ccccc3o2)CC1	1	-4	0	-1	7	-53	-5	1
Cc1cc(=O)n(CC(=O)NCc2ccccc2F)c2c1c(C)nn2-c1ccccc1	0	62*	12	4	33*	2	16	16
COc1cc(NC(=O)C2Cc3ccccc3O2)cc(OC)c1OC (centres undefined)	-1	-14	-13	1	-28	-1	-11	-6
CCOc1ccc(-c2csc3ncn(CC(=O)NCc4ccccc4)c(=O)c23)cc1	-2	37*	-18	-2	-86	-9	-6	1
CNC(=O)C(C)C1C(=O)/C(=C(O)/C=C/C(C)=C/C(C)C2OC3(C)OC(C=CC34CO4)C2C)C(=O)N1C1CCC(O)C(C)O1 (centres undefined)	-17	-47	-11	-18	-60	-90	-19	-5
CN1C(=O)COc2cc(-c3noc(C(=O)NCc4ccc(F)cc4)n3)ccc21	4	54*	29	9	76*	41*	11	55*
Cc1noc(-c2ccncc2)c1C(=O)NCCc1ccncc1	-5	-12	-2	-2	-1	-17	-13	-2
CCCCc1noc(CN2CCC3(CC2)CC3c2nc(-c3cccnc3)no2)n1 (centres undefined)	0	2	0	-1	-21	0	5	-6
Cc1cc(-c2cnc(N3CCCC3)nc2C2CCN(Cc3ccccn3)CC2)on1	-1	-6	-5	-3	-16	-6	-7	-1
Cc1noc(-c2cccnc2-n2ncc(C(=O)NCc3ccccc3C)c2C)n1	0	0	9	3	8	7	3	0
CCN(Cc1ccccc1)C(=O)c1ccc(CS(=O)c2ccccc2C)o1 (centres undefined)	1	7	0	2	5	6	10	0
Cn1cnc(S(=O)(=O)N2C[C@H](OCC3CC3)[C@H]3OCCC[C@H]32)c1	0	-1	6	2	1	-41	3	2
Cc1cc(N)cc(C2CN(C(=O)CN3CCCCCC3=O)CCO2)n1 (centres undefined)	0	8	9	4	13	2	0	0
O=S1(=O)N=C2N=CN(Cc3nc(-c4ccco4)no3)N2c2ccccc21	4	29	14	0	-22	-57	3	-2
O=c1[nH]c2ccccc2cc1CN(Cc1ccco1)S(=O)(=O)c1ccc(F)cc1	5	36*	4	7	51*	10	34*	16
CCN1CCn2c(-c3ccccc3)cnc2C12CCNCC2	2	-1	11	-3	25	-54	10	2
CCN(Cc1ccccc1)C(=O)Cn1c(C(C)O)nc2ccccc21 (centres undefined)	0	-1	3	1	2	-3	4	-1

# Of the compounds above, ten contain an aryl methoxy group:
structure	UCHL1 block	USP17 inh	OTUD3 inh	USP7 inh	USP30 inh	USP8 block	USP28 inh	USP10 inh
COc1ccc(NC(=O)CCN2CCN(c3ccccc3OC)CC2)cc1	0	-8	-2	2	-7	-2	0	0
COc1cc(OC)c(C2CC(=O)Oc3n[nH]c(-c4ccccc4)c32)cc1OC (centres undefined)	-2	-15	-1	-3	-5	-123	-6	0
COc1ccc(CCN2C[C@H]3CCN(C(=O)c4ccn[nH]4)CC[C@H]3S2(=O)=O)cc1	-3	-10	-4	-3	-6	-18	-5	0
COc1ccc(C(=O)CSc2nc3ccccc3n2C)c(F)c1	2	-12	-4	2	-32	-36	-9	3
COc1ccc(C(CC(=O)Nc2ccccc2OC)n2cccc2)cc1 (centres undefined)	0	8	0	0	-9	-17	3	0
COc1ccc(-c2nc3ncccn3c2Nc2ccc3c(c2)OCCO3)c(OC)c1O	3	-16	19	-1	18	-112	8	2
COc1ccccc1Cn1ccc2nc3ccn(-c4ccncc4)c(=O)c3cc2c1=O	-1	-10	-5	-2	0	-4	0	-1
COc1cc(C(C)=O)ccc1OCC(O)CNc1cc(Cl)ccc1C (centres undefined)	5	-3	-10	-1	-14	3	-13	0
COc1ccccc1NC(=O)N1CCN(Cc2nc3ccccc3o2)CC1	1	-4	0	-1	7	-53	-5	1
COc1cc(NC(=O)C2Cc3ccccc3O2)cc(OC)c1OC (centres undefined)	-1	-14	-13	1	-28	-1	-11	-6

# Later entries.
structure	UCHL1 block	USP17 inh	OTUD3 inh	USP7 inh	USP30 inh	USP8 block	USP28 inh	USP10 inh
O=c1nc(-c2ccccc2)nc(-c2ccccc2)[nH]1	0	-21	0	1	0	4	-2	0
CCC(C(=O)N(Cc1nc2nc(C)cc(=O)n2[nH]1)c1ccccc1)c1ccccc1 (centres undefined)	0	9	7	6	22	-268	8	6
COc1ccc(NC(=O)COc2ccccc2C(=O)Nc2ccccc2)cc1	0	0	4	-2	-5	4	6	2
Cc1ccc(C(=O)N2CCc3cnn(C)c3C2COCC2CC2)o1 (centres undefined)	-11	-52	-33	-15	-119	-65	-52	-7
O=C(Cn1cc(S(=O)(=O)N2CCOCC2)ccc1=O)Nc1ccc(Cl)cc1	1	-2	-3	0	4	-1	-4	1
COc1cccc(CN2C(=O)c3ccccc3C2C(=O)NCc2ccccc2OC)c1 (centres undefined)	-1	14	-5	-2	-15	35*	-1	1
CCN1CCCC1CNC(=O)Cn1ncn2nc(-c3ccc(OC)cc3)cc2c1=O (centres undefined)	-1	17	0	-6	-13	-3	-7	-1
O=C(Cc1ccc(Br)cc1)Nc1ccc2c(c1)OCO2	-2	44*	2	2	3	26	10	2
NC(=O)c1ccc(NC(=O)COC(=O)c2sc3ccccc3c2Cl)cc1	-7	-13	-16	0	-20	19	0	8
CC(=O)N1Cc2ccccc2CC2(CCN(Cc3ccccc3)C2)C1 (centres undefined)	-1	-6	-1	2	nt	-3	nt	-1
Cc1ccc(-n2cc(-c3ccccc3)nc2S(=O)(=O)CC(=O)Nc2cccc(C)c2C)cc1	-4	-37	4	-19	-40	-78	-14	-9
O=C(Cc1sc(-c2ccccc2Cl)nc1-c1ccccc1)NC1CCCCC1	-3	-1	-8	2	-3	0	-6	-6
Cc1nn(-c2ccccc2)c2sc(C(=O)Nc3ccc(Br)c4cccnc34)cc12	-4	1	-2	-2	-1	-4	-6	1
O=C(c1cccc(F)c1)N1CCC2(CC1)N=C(c1ccccc1)NO2	-4	0	-14	0	-100	-15	-23	-9
COc1ccc2nc(C(=O)N3CCN(c4ccccn4)CC3)cn2n1	2	3	5	5	-1	4	-2	1
CC(NC(=O)c1ccco1)c1nc(-c2ccc3c(c2)ncn3C)no1 (centres undefined)	-5	3	-22	-7	-112	-1	-25	-5
O=C(Cn1cccc(S(=O)(=O)N2CCCCCC2)c1=O)N1CCCc2ccccc21	-8	-33	-16	-34	-67	-70	-21	-7
Cc1ccc(CCNCc2c(C(=O)O)n(C)c3ccccc23)cc1	-3	-11	-5	4	-5	-2	-6	0
O=c1[nH]c(=O)n(CCc2ccccc2)c2c1CN(Cc1ccco1)CN2	-3	-21	-20	0	-43	-13	-28	-3
